Pemphigus Ab inh: inhibitors of pemphigus antibody binding to human desmoglein-3 | P32926 | DSG3-coupled beads, scFv-anti-DSG3-GFP binding, flow cytometry; active compounds read low | binding (percent of control), % at 10 µM | 310,000 tested, 0.48% active;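 active = binding more than 3 SD below its plate's average and above zero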;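 also: hits lower antibody fragment binding to DSG3; some compounds called inactive have numbers as strong as hits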
Arr AP2 block: inhibitors of human beta-arrestin and AP2 interaction. FITC-arrestin peptide / GST-AP2 beads, flow cytometry; AP2 beta2 appendage carries R879A mutation. inhibition, % at 10 µM. 340,000 tested, 0.31% active;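 active = inhibition above a set limit, near 3 SD of compounds lacking own fluorescence, cut at about 54% in these data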;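 also: plate controls were DMSO wells for no effect and 5 µM unlabelled arrestin peptide for full effect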
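Measured by: flow cytometry, FL1 (488/535 nm); Material: AP2 appendage R879A on GSH beads; Evaluation: percent response; Timing: pre-incubation 12 min, peptide binding 1 h, room temperature; Also added: 50 nM FITC-arrestin peptide; Medium: PBS with 0.05% Tween 20 and 0.1% BSA.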
HTR5A inv ag: inverse agonist of human HTR5A in OPRM1-OPRD1 counter-screen | 340,000 tested, 0.083% active | P47898 | inhibition, % at 9.3 µM | HTR5A cell line, luminescence, inverse agonism | AID 504634; in the data active = inhibition mostly above about 23%, no sharp cut-off; inactive = mostly below about 18%;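 also: 0% = cells with DMSO and 100% = no-cell wells with DMSO; some compounds called inactive have numbers as strong as hits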
Target sequence (P47898 whole entry, looked up): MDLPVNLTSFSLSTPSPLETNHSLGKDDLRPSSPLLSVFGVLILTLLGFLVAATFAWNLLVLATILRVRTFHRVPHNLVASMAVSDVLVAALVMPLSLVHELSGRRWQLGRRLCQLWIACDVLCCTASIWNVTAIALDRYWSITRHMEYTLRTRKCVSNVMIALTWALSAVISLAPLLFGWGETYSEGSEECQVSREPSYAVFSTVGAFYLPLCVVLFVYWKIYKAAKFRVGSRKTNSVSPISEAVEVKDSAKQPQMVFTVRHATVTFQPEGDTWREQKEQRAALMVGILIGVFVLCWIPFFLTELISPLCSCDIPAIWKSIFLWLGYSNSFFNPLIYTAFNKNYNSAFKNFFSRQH
PKA-R1A act: activators of PKA-R1A complex; 340,000 tested, 0.083% active; PKA-R1A dissociation, Cy5-IP20 fluorescence polarization; scaled: DMSO 0%, 113 µM cGMP 100%; activation, % at 11.4 µM;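 active = percent activation above the mean of all tested compounds plus 3 SD, cut at about 19% in these data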;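 also: higher means more PKAc released from R1A so a rise in polarization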
DAGLB inhibitor: diacylglycerol lipase beta (human) inhibition | HEK293T DAGLB membrane lysate, EnzChek fluorogenic substrate | 340,000 tested, 0.059% active | Q8NCG7 | AID 504411 | inhibition, % at 5.17 µM; in the data active = inhibition above about 34%;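 also: 0% = enzyme with vehicle and 100% = wells lacking enzyme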
Target sequence (Q8NCG7 whole entry, looked up): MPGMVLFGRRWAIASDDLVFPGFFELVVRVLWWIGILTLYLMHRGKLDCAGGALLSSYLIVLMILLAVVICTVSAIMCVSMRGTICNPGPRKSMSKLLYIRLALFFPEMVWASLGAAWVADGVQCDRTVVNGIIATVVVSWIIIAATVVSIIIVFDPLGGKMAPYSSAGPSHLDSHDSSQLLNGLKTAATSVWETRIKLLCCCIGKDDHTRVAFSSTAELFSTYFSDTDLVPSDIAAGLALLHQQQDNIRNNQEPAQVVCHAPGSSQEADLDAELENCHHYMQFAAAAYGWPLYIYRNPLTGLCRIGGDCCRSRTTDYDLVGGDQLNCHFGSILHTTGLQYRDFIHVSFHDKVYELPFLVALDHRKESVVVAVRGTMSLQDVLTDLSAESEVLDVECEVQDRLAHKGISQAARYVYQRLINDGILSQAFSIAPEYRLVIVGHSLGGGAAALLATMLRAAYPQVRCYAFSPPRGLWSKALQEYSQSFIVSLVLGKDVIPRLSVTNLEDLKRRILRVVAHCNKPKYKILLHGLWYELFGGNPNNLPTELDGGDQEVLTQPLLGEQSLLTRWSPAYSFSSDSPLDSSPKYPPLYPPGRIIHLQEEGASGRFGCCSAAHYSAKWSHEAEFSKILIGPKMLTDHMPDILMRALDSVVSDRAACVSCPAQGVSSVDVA
PKA-R2B activ: activates the human PKA-R2B holoenzyme complex; P22694+P31323; AID 504700; 340,000 tested, 0.079% active; PKA-R2B holoenzyme dissociation, Cy5-IP20 fluorescence polarization; R2B truncated from residue 108, S112A mutant; 0% DMSO only, 100% 113 µM cGMP; activation, % at 11.4 µM;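 active = activation above a cutoff set at the mean over all compounds plus 3 SD, cut at about 18% in these data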;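 also: higher means more holoenzyme dissociation and a rise in polarization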
OPRM1-OPRD1 inv: inverse agonist of human OPRM1-OPRD1 heterodimerization; P35372+P41143; cell-based MOR-DOR heterodimer luminescence, inverse agonism; inhibition, % at 9.3 µM; 340,000 tested, 0.21% active; AID 504357; in the data active = inhibition above about 22%, passing the limit was not always enough;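 also: 0% = cells with DMSO and 100% = wells without cells with DMSO; values of inactives mirror those of a sister screen read the other way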
HTR5A ag ctr: HTR5A agonism, opioid heterodimer counter-screen; AID 504692; 340,000 tested, 0.61% active; P47898; HTR5A agonist assay, luminescence, cell-based; activation, % at 9.3 µM; in the data active = activation mostly above about 9.5%, no sharp cut-off; inactive = mostly below about 7.6%;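 also: 0% = cells with vehicle only and 100% = reference agonist; strong numbers were not always called active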
V-ATPase pHluor: alters yeast V-ATPase proton transport; 350,000 tested, 0.37% active; S. cerevisiae, pHLuorin cytosolic pH fluorescence; response, % at 10 µM; in the data active = response mostly above about 7.3%, no sharp cut-off; inactive = mostly below about 5.4%; also: actives read high; inactives centre near 0; some compounds called inactive have numbers as strong as hits; reference of the scale not given here
OPRM1-OPRD1 ag: agonists of human mu-delta opioid receptor heterodimerization; cells, OPRM1-OPRD1 heterodimerization, luminescence; activation, % at 9.3 µM; 340,000 tested, 0.3% active; AID 504326; in the data active = activation above about 18%;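 also: 0% = vehicle-treated cells and 100% = reference agonist; values of inactives mirror those of a sister screen read the other way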
Numbers without * were called inactive; / = not tested or not shown.

The first 17 records, to show the layout:
SMILES	Pemphigus Ab inh	Arr AP2 block	HTR5A inv ag	PKA-R1A act	DAGLB inhibitor	PKA-R2B activ	OPRM1-OPRD1 inv	HTR5A ag ctr	V-ATPase pHluor	OPRM1-OPRD1 ag
CC(=O)Oc1ccc(C(=O)Nc2cccc(-c3nnc(-c4ccco4)o3)c2)cc1	107	-4	-4	-15	-1	7	11	1	-3	-2.0
CCNc1nc(SCC(=O)Nc2ccc(Cl)c(Cl)c2)nc(N(C)C)n1	124	30	-3	-4	-1	2	-31	1	1	6.2
O=S(=O)(c1ccc(Cl)cc1)N1CCCC1c1nc2ccccc2s1 (configuration not stated)	/	-6	-10	6	-4	-2	5	0	-4	-0.9
O=c1[nH]c(=S)n(C2CCCCC2)c(O)c1C=NCCN1CCOCC1	101	0	-9	2	8	8	13	3	-3	-2.5
COCCN(CCOC)C(=O)C12CCC(C)(C(=O)C1)C2(C)C (configuration not stated)	99	3	-3	2	2	0	9	-2	-2	-1.8
COc1ccc(NC(=S)N2CCCC2)cc1OC	96	4	0	0	2	-7	9	2	-1	-1.7
Cc1ccc(S(=O)(=O)N=S(CCO)CCO)cc1	98	6	1	-8	-1	-11	1	3	1	-0.3
COc1ccccc1OCCn1cc(/C=N/n2cnnc2)c2ccccc21	113	36	-32	4	-2	6	7	4	-3	-1.4
COc1nc(Oc2ccc(C(=O)O)cc2)nc(Oc2ccc(C(=O)O)cc2)n1	106	4	-62	-8	-3	-8	-6	2	-1	1.1
Cc1csc(=S)n1-c1ccccc1	100	-6	14	-2	0	-7	11	-4	-3	-2.1
CC(C)(C)n1ncc2c(=O)n(Cc3c(F)cccc3Cl)cnc21	101	3	8	-10	-3	-1	0	-3	2	0.0
O=C(O)CC1CCS(=O)(=O)C1 (configuration not stated)	/	5	-17	-7	-3	1	2	-2	-2	-0.3
Cc1cnc([N+](=O)[O-])n1CCOC(=O)NC(=O)c1ccc(C(F)(F)F)cc1	117	38	3	8	2	8	10	-1	-2	-2.0
Oc1ccc(-c2nnc(Nc3cccc(O)c3)c3ccccc23)cc1	89	-19	-9	-2	0	-18	11	3	4	-2.2
COC(=O)c1ccc(NC(=O)CSc2nncn2-c2ccccn2)cc1	106	3	0	5	-1	-6	11	0	-55	-1.8
CCCN1CCc2c(sc3nc(SC)n(-c4ccccc4)c(=O)c23)C1	105	-25	-6	-4	1	8	12	1	2	-2.6
O=C(CSc1nc2ccccc2c(=O)n1-c1ccc(F)cc1F)NC1CCS(=O)(=O)C1 (configuration not stated)	99	/	/	1	2	-4	/	/	/	/

The list itself, previewed entries included:
SMILES	Pemphigus Ab inh	Arr AP2 block	HTR5A inv ag	PKA-R1A act	DAGLB inhibitor	PKA-R2B activ	OPRM1-OPRD1 inv	HTR5A ag ctr	V-ATPase pHluor	OPRM1-OPRD1 ag
CC(=O)Oc1ccc(C(=O)Nc2cccc(-c3nnc(-c4ccco4)o3)c2)cc1	107	-4	-4	-15	-1	7	11	1	-3	-2.0
CCNc1nc(SCC(=O)Nc2ccc(Cl)c(Cl)c2)nc(N(C)C)n1	124	30	-3	-4	-1	2	-31	1	1	6.2
O=S(=O)(c1ccc(Cl)cc1)N1CCCC1c1nc2ccccc2s1 (configuration not stated)	/	-6	-10	6	-4	-2	5	0	-4	-0.9
O=c1[nH]c(=S)n(C2CCCCC2)c(O)c1C=NCCN1CCOCC1	101	0	-9	2	8	8	13	3	-3	-2.5
COCCN(CCOC)C(=O)C12CCC(C)(C(=O)C1)C2(C)C (configuration not stated)	99	3	-3	2	2	0	9	-2	-2	-1.8
COc1ccc(NC(=S)N2CCCC2)cc1OC	96	4	0	0	2	-7	9	2	-1	-1.7
Cc1ccc(S(=O)(=O)N=S(CCO)CCO)cc1	98	6	1	-8	-1	-11	1	3	1	-0.3
COc1ccccc1OCCn1cc(/C=N/n2cnnc2)c2ccccc21	113	36	-32	4	-2	6	7	4	-3	-1.4
COc1nc(Oc2ccc(C(=O)O)cc2)nc(Oc2ccc(C(=O)O)cc2)n1	106	4	-62	-8	-3	-8	-6	2	-1	1.1
Cc1csc(=S)n1-c1ccccc1	100	-6	14	-2	0	-7	11	-4	-3	-2.1
CC(C)(C)n1ncc2c(=O)n(Cc3c(F)cccc3Cl)cnc21	101	3	8	-10	-3	-1	0	-3	2	0.0
O=C(O)CC1CCS(=O)(=O)C1 (configuration not stated)	/	5	-17	-7	-3	1	2	-2	-2	-0.3
Cc1cnc([N+](=O)[O-])n1CCOC(=O)NC(=O)c1ccc(C(F)(F)F)cc1	117	38	3	8	2	8	10	-1	-2	-2.0
Oc1ccc(-c2nnc(Nc3cccc(O)c3)c3ccccc23)cc1	89	-19	-9	-2	0	-18	11	3	4	-2.2
COC(=O)c1ccc(NC(=O)CSc2nncn2-c2ccccn2)cc1	106	3	0	5	-1	-6	11	0	-55	-1.8
CCCN1CCc2c(sc3nc(SC)n(-c4ccccc4)c(=O)c23)C1	105	-25	-6	-4	1	8	12	1	2	-2.6
O=C(CSc1nc2ccccc2c(=O)n1-c1ccc(F)cc1F)NC1CCS(=O)(=O)C1 (configuration not stated)	99	/	/	1	2	-4	/	/	/	/
O=C(C1=C(O)C(=O)N(CCN2CCOCC2)C1c1ccccn1)c1cccs1 (configuration not stated)	/	6	6	-3	3	2	-8	0	0	1.4
O=C(Cn1cc(C(F)(F)F)ccc1=O)N1CCN(S(=O)(=O)c2ccc(Cl)cc2)CC1	99	-10	0	-2	0	-7	6	1	-3	-1.0
CC1CCc2sc(C(=O)OCC(=O)NC(N)=O)cc2C1 (configuration not stated)	88	-10	20	-9	1	6	9	3	-4	-1.7
Cc1ccc(S(=O)(=O)N2CCCCC2)cc1NC(=O)Cn1cnc2c1c(=O)n(C)c(=O)n2C	95	6	/	-2	3	1	/	/	5	/
CCN(CC)c1ccc(C=C2C(=O)OC(C)(C(C)(C)C)OC2=O)cc1 (configuration not stated)	136	29	-7	12	0	4	4	3	2	-0.8
COc1cc(/C=C(\C#N)C(=O)Nc2cccc(C(=O)O)c2)ccc1OCc1ccc(Cl)cc1	98	-1	-8	13	2	9	-1	3	0	0.1
O=C(CNC(=O)c1cccc(Br)c1)N/N=C/c1ccc2c(c1)OCO2	111	20	-43	-7	-1	-5	7	9	0	-1.4
Cc1ccc(NC(=O)NC2CCCN2S(=O)(=O)c2ccc(Cl)cc2)cc1 (configuration not stated)	98	26	-12	-21	-2	2	5	-3	1	-1.0

Shown with values under each structure: 2 of the compounds above.
Values run as follows: Pemphigus Ab inh | Arr AP2 block | HTR5A inv ag | PKA-R1A act | DAGLB inhibitor | PKA-R2B activ | OPRM1-OPRD1 inv | HTR5A ag ctr | V-ATPase pHluor | OPRM1-OPRD1 ag
- COc1nc(Oc2ccc(C(=O)O)cc2)nc(Oc2ccc(C(=O)O)cc2)n1
    106 | 4 | -62 | -8 | -3 | -8 | -6 | 2 | -1 | 1.1
- Cc1csc(=S)n1-c1ccccc1
    100 | -6 | 14 | -2 | 0 | -7 | 11 | -4 | -3 | -2.1

(list continues)
SMILES	Pemphigus Ab inh	Arr AP2 block	HTR5A inv ag	PKA-R1A act	DAGLB inhibitor	PKA-R2B activ	OPRM1-OPRD1 inv	HTR5A ag ctr	V-ATPase pHluor	OPRM1-OPRD1 ag
CCN(CC)S(=O)(=O)c1ccc(C(=O)Nc2cc3oc4ccccc4c3cc2OC)cc1	130	-4	20	-4	0	-11	13	0	4	-2.4
O=C(NC1=NCCS1)c1ccc(Cl)cc1	99	-17	12	-5	-1	6	11	-3	-2	-2.3
COc1cccc(NC(=O)COc2ccc(C(=S)N3CCN(C)CC3)cc2OC)c1	101	-6	-5	6	2	-6	-4	2	-1	0.6
COc1cc(OC)cc(C(=O)/C=C2\Sc3ccccc3N2C)c1	96	22	-3	-9	0	7	-3	1	3	0.7
CS(=O)(=O)N(CC(=O)N1CCCCCC1)c1ccccc1	95	24	-1	6	2	-5	12	-2	-3	-2.1
Cc1nc(CN2CCN(S(=O)(=O)c3c(Cl)cc(Br)cc3Cl)CC2)cs1	103	-2	3	2	0	3	-9	3	-3	1.4
COCCN(CCOC)C(=O)c1c[nH]c2ccc(S(=O)(=O)N(C)c3ccc(F)cc3)cc2c1=O	101	3	-9	0	-1	8	0	-2	1	0.0
Cc1cc(Cl)ccc1OCC(=O)NCCOC(=O)Nc1sc(=S)n(C)c1C	86	-8	-12	-7	0	-5	12	-1	0	-1.9
CN(c1cccc(NC(=O)CCSc2ccccc2)c1)S(C)(=O)=O	109	-5	5	-5	-1	-5	-4	0	-3	0.7
COCC(=O)N(Cc1ccccc1)c1ccccn1	110	7	7	3	5	8	4	-3	-1	-0.7
CC(C)CCCCCCCCCCCCC(=O)NCC(=O)NC1C(O)C(O)C(Nc2ncnc3nc[nH]c23)OC1C(O)CO (configuration not stated)	115	23	5	2	0	-16	10	-1	-3	-2.2
CCOc1ccc(-c2cc(CCCC(=O)Nc3cc(OC)ccc3OC)no2)cc1	96	0	-4	-11	-6	-4	-10	2	2	1.9
O=C(O)/C(=C\c1ccc(F)cc1)c1ccc(-c2ccccc2)cc1	/	-5	13	-5	7	-4	13	-5	-1	-1.7
CS(=O)(=O)N(CC(=O)N/N=C/c1ccccn1)c1ccc(Oc2ccccc2)cc1	86	0	10	-14	1	2	11	-2	1	-1.8
Nc1c(C=C2C=CC(=O)C=C2)c(=O)nc2sc(CC(=O)N3CCOCC3)nn12	104	-13	-3	-17	0	-3	20	2	0	-4.1
CCC(NC(=S)NC1CCCCC1)c1ccc(C(C)C)cc1 (configuration not stated)	/	40	-6	14	-10	0	-20	2	1	3.5
CCOc1ccc2nc(NCCCO)[nH]c2c1	123	-9	-32	-4	-1	0	10	-5	2	-2.2
O=C(N/N=C/C(Br)=C/c1ccccc1)c1ccncc1	/	1	-1	4	0	0	8	0	2	-1.5

Assay outcomes deposited in PubChem BioAssay by several laboratories.
